Bioassay records deposited in PubChem BioAssay by Sanford-Burnham Center for Chemical Genomics.
SENP8 block: SENP8 protease inhibition | Q96LD8 | purified SENP8, Z-RLRGG-aminoluciferin cleavage, luminescence | inhibition, % at 10 µM | actives 1.2% (n = 330,000) | AID 2540
Target sequence (Q96LD8 whole entry, looked up): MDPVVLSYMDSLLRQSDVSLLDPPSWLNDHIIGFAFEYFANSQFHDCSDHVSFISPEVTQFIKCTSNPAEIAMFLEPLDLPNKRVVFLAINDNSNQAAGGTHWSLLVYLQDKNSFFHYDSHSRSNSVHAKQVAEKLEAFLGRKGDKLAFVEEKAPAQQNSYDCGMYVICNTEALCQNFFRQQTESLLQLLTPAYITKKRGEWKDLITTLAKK
Jurkat NFkB inh: lowers PMA/ionomycin-induced NF-kB signal in Jurkat cells; inhibition, % at 4 µM; PMA/ionomycin-induced NF-kB luciferase reporter, luminescence; actives 0.53% (n = 330,000); AID 435003
HKDC1 inh: blocks human hexokinase HKDC1 activity; Q2TB90; recombinant HKDC1, G6PDH/diaphorase resazurin coupled fluorescence; inhibition, % at 20 µM; actives 0.16% (n = 340,000); AID 493160;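 active means inhibition above about 35% when tested at 20 µM, limit read from the data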;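 further: plate controls were DMSO wells with enzyme for no effect and DMSO wells lacking enzyme for full effect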
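Incubation: 90 min at room temperature in dark / Material: recombinant HKDC1 (HK5) hexokinase enzyme, produced in-house / Quantity: enzyme 5 µg/mL final / Compound: one dose of 20 µM, 1% DMSO / Reagent: glucose and ATP substrates / Buffer or medium: Tris pH 8.0 buffer with MgCl2, Tween-20, BSA, BME / Technique: resorufin fluorescence at 613 nm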
Gli-Sufu block: antagonists of Gli-Sufu signaling; AID 588413; inhibition, % at 5 µM; Sufu-KO-LIGHT fibroblasts, Gli luciferase reporter luminescence; actives 0.74% (n = 340,000);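 active means inhibition above about 55%, limit read from the data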;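 further: 0% = DMSO-treated cells and 100% = wells with medium but no cells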
SENP7 block: SENP7 protease inhibition | actives 1.5% (n = 330,000) | inhibition, % at 5 µM | recombinant SENP7, Z-RLRGG-aminoluciferin luminescence, 40 min | AID 434973 | Q9BQF6;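 active means inhibition above about 50% at the single test dose, limit read from the data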;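 further: plate controls were DMSO with enzyme for no effect and no enzyme buffer wells for full effect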
Target sequence (Q9BQF6 706-1050 limits assumed): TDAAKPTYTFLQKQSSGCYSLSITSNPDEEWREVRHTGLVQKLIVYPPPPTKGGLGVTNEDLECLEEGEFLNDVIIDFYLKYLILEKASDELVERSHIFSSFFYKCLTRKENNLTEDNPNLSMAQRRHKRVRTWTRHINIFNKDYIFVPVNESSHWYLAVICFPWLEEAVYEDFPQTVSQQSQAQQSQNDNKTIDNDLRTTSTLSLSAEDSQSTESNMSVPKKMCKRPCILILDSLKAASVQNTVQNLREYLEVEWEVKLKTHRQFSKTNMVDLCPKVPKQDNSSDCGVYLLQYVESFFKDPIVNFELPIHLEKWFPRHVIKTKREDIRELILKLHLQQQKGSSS
UBC13 inh: inhibitors of human UBC13 polyubiquitin chain formation; P61088; AID 485273; actives 0.47% (n = 330,000); inhibition, % at 20 µM; TR-FRET; in the data active means inhibition above about 45%, passing the limit was not always enough
Target sequence (P61088 whole entry, looked up): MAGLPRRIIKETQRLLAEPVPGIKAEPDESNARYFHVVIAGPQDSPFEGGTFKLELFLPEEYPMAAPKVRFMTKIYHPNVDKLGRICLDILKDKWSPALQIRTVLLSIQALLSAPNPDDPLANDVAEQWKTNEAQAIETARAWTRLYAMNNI
697 NFkB inh: lowers PMA/ionomycin-induced NF-kB signal in 697 B cells; actives 0.33% (n = 330,000); 697 B-cell NF-kB luciferase reporter, 16 h; inhibition, % at 4 µM; AID 435022; in the data active means inhibition above about 35%
Apaf-1 inh: human Apaf-1 inhibition | reconstituted apoptosome caspase-3 activity, DEVD-Rh110 fluorescence | inhibition, % at 20 µM | actives 0.71% (n = 330,000) | AID 489030; active means inhibition of at least 40% at 20 µM;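 further: plate controls were DMSO wells for no effect and DEVD-CHO caspase inhibitor wells for full effect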
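detection = Rh110 fluorescence intensity | test system = biochemical Apaf-1 apoptosome reconstitution | also added = cytochrome c and DEVD-Rh110 substrate | schedule = 30 min plus 50 min, RT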
* hit, by the source's call; . = no result given. Unless noted, no stated cut-off is given here; in the data, active means inhibition above about 50%; inactive means the rest.

mol	UBC13 inh	SENP7 block	SENP8 block	HKDC1 inh	697 NFkB inh	Jurkat NFkB inh	Gli-Sufu block	Apaf-1 inh
CCOC(=O)/C(N=Nc1ccc(C(=O)O)cc1[N+](=O)[O-])=C(\C)O	-16.1	-3.3	-8.4	-9.8	16.3	9.1	3.6	-11.6
Cc1ccc(NC(=O)C(c2ccccc2)N2CCN(CC(=O)NC3CC3)CC2)cc1Cl (centres undefined)	-2.7	1.8	-11.3	-6.0	16.7	10.1	2.6	4.1
COc1ccc(CNC(=O)C(C)n2nc(C)c3c(C)n(-c4ccccc4)nc3c2=O)c(OC)c1 (centres undefined)	1.1	9.1	-7.0	-3.9	-1.1	5.9	4.8	8.8
CSc1cccc(NC(=S)N(Cc2ccc(C)cc2)Cc2ccccn2)c1	4.3	8.3	6.9	-5.1	-4.3	4.0	1.5	11.6
O=C(Nc1ccc(N2CCCC2)cc1)C(Cl)c1ccccc1 (centres undefined)	-7.6	-0.7	33.9	7.9	-18.3	-33.0	-40.5	65.0*
Cc1ccc2c(c1)[C@H]1[C@H](CO2)[C@H](c2ccccc2)[C@]2(C)C(=O)N(Cc3ccc(F)cc3)CC(=O)N12	-6.8	7.0	0.9	3.4	-0.2	9.6	-8.6	25.2
O=C(NCc1cccnc1)[C@@H]1CC=C[C@@H]2CCN(Cc3ccccc3)C(=O)[C@@H]21	8.9	-2.7	-6.1	-4.1	1.9	-13.7	-3.0	8.4
Cc1ccc(-c2nc3ncccn3c2Nc2ccccc2C)o1	-2.0	-0.9	3.7	-4.0	10.7	-2.4	-17.3	15.7
O=C(CCOc1ccccc1)Nc1ccccc1	0.2	-3.4	-2.6	-4.5	-4.0	-20.8	-17.0	-1.2
O=[N+]([O-])c1ccc(CSc2ccc(S(=O)(=O)N3CCCCCC3)cn2)cc1	-5.5	-2.7	5.7	-1.3	18.6	17.8	-0.8	17.5
CC(C)(C)NC(=O)CN(Cc1cccs1)C(=O)CNS(=O)(=O)c1ccccc1	-5.8	8.5	2.7	-2.1	-4.0	1.3	7.2	9.5
CC(C)(C)NC(=O)NC(=O)CSc1ccc(S(=O)(=O)N2CCOCC2)cn1	0.4	-3.3	-10.5	-7.3	8.1	-11.5	-4.4	10.5
CCCCCC(O)c1cccc(OCc2ccc3ccccc3n2)c1 (centres undefined)	9.9	-2.8	4.8	2.9	6.4	2.4	-24.2	18.3
COc1ccccc1CCNC(=O)CCSc1nc(-c2ccco2)cc(C(F)(F)F)n1	-16.1	-0.8	-1.1	-2.3	1.2	1.4	0.6	23.2
Cc1ccc(C)c2[nH]c(=O)c(CN(CC3CCCO3)C(=O)NC3CCCCC3)cc12 (centres undefined)	-3.8	7.5	1.7	-7.1	-27.1	-7.1	0.3	28.2
COc1ccc(OCCSc2nnnn2C2CCCCC2)cc1	3.0	0.0	-10.4	1.7	11.5	0.2	-4.7	2.8
Cc1cc(C)n2nc(S(=O)(=O)N(CC(C)C)CC(C)C)nc2n1	-5.5	-9.2	9.2	-6.2	2.8	1.3	-3.5	-4.5
CC1=CC(C)C2COC(c3ccc[n+](C)c3)C1C2C (centres undefined)	5.5	6.2	-2.9	1.0	9.6	-15.2	17.4	-10.2
COc1ccc(OC)c(C(c2nnnn2C2CCCC2)N2CCN(c3ccc(F)cc3)CC2)c1 (centres undefined)	-1.7	9.7	-1.7	1.6	16.2	-5.7	9.0	10.9
COCCCNCC#CCOc1ccc(OC)cc1	-7.8	0.3	-9.1	-2.1	-5.0	4.6	0.8	2.8
O=C(NC(=S)N1CCCCCC1)c1ccccc1Cl	9.9	2.9	1.4	-7.7	-4.2	8.8	-4.2	2.1
Cc1cc(NC(=O)c2ccc3c(c2)C(=O)N(Cc2ccccc2)C3=O)no1	0.9	2.0	-4.5	4.6	-7.6	10.1	-13.7	-2.4
CCc1cc2c(SCC(=O)NC3CC3)ncnc2s1	8.3	5.0	-5.9	-3.3	-3.7	5.9	7.2	0.8
Cn1c(=O)c(=O)n(C)c2cc(S(=O)(=O)N3CCN(Cc4ccccc4)CC3)ccc21	-6.8	-4.1	-6.3	5.6	-4.3	-3.5	-15.4	4.7
COc1ccc(N2C(=O)CSC23C(=O)N(CC(=O)NC2CCCC2)c2ccccc23)cc1 (centres undefined)	-11.1	9.0	-1.1	5.7	4.1	-8.5	7.7	-12.3
Cc1cc(Nc2ccccc2Cl)c2ccccc2n1	4.7	0.1	0.8	-4.1	-16.0	15.2	21.8	-1.1
CC(=O)NC(Cc1c[nH]c2ccccc12)C(=O)OCC(=O)Nc1cc(C)on1 (centres undefined)	1.5	2.6	6.4	-8.2	8.7	-3.7	6.1	-1.5
O=C(COC(=O)/C=C/c1ccccc1)NCc1cccs1	7.8	3.1	2.0	-5.9	3.4	-4.2	-4.9	1.6
COC(=O)C1=C(C)N(Cc2ccco2)C(=O)N[C@@H]1c1cccc(C(F)(F)F)c1	-6.2	7.7	-6.0	.	-1.1	-1.3	.	13.6
Cc1cc(C)c(C(=O)COC(=O)C2CC3CCCC(C2)C3=O)c(C)c1 (centres undefined)	-3.3	-11.2	-9.5	-3.1	-6.8	-10.8	-4.8	28.1
Cc1cc(C)c(S(C)(=O)=O)c(Oc2cccc(C(F)(F)F)c2)n1	4.3	2.2	0.1	-3.5	-14.5	14.8	4.0	-3.9
COc1cc(OC)cc(C(=O)Nc2cccc(C(C)=O)c2)c1	1.5	68.4*	38.9	-0.7	8.3	-2.0	-4.4	7.9
COc1ccc(CCNC(=O)COC(=O)c2ccc(N3CCCC3=O)cc2)cc1	-0.5	4.5	4.6	2.2	13.5	12.4	-2.8	7.1
C[C@H](CO)N1C[C@H](C)[C@@H](CN(C)S(C)(=O)=O)Oc2ccc(NS(=O)(=O)c3ccccc3)cc2C1=O	6.1	-7.9	4.8	-1.1	2.8	0.9	-9.1	1.4
O=C(Nc1ccc(N2CCN(C(=O)c3ccccc3)CC2)c(Cl)c1)c1ccc(Br)o1	-3.8	-5.9	-7.6	7.2	11.7	21.8	9.4	3.3
O=[N+]([O-])c1ccc(C(O)CN2CCOCC2)cc1 (centres undefined)	-4.8	-10.8	-2.4	-4.9	3.0	-14.8	-8.9	19.1
O=c1c2ccccc2c(C=NCCc2ccccc2)c(O)n1Cc1ccccc1	-0.6	21.2	26.0	4.7	-11.9	-5.5	-7.3	11.5
Cc1ccc(OCCN2C(=O)S/C(=C\c3ccc(C)o3)C2=O)cc1	-5.4	-9.2	0.1	-8.1	10.3	-3.3	0.6	10.5
Cc1ccc(S(=O)(=O)N(C)C)cc1NC(=O)C1CCCC1	-8.0	-4.0	-11.3	-4.7	11.7	-0.7	1.8	11.6
CCC(=O)Nc1nc2ccc([N+](=O)[O-])cc2s1	-30.1	2.1	-11.2	-2.4	-17.6	4.4	-22.7	-12.8

Reprinted at random: 2 records from the list.
mol	UBC13 inh	SENP7 block	SENP8 block	HKDC1 inh	697 NFkB inh	Jurkat NFkB inh	Gli-Sufu block	Apaf-1 inh
Cc1cc(C)n2nc(S(=O)(=O)N(CC(C)C)CC(C)C)nc2n1	-5.5	-9.2	9.2	-6.2	2.8	1.3	-3.5	-4.5
Cc1cc(C)c(S(C)(=O)=O)c(Oc2cccc(C(F)(F)F)c2)n1	4.3	2.2	0.1	-3.5	-14.5	14.8	4.0	-3.9

Continued.
mol	UBC13 inh	SENP7 block	SENP8 block	HKDC1 inh	697 NFkB inh	Jurkat NFkB inh	Gli-Sufu block	Apaf-1 inh
CCN(CC)S(=O)(=O)c1ccc(OC)c(NC(=O)c2cccs2)c1	-1.8	-7.9	-6.5	-6.8	4.9	-2.5	1.5	7.4
O=C(O)Cn1nc(-c2ccccc2)cc1-c1ccccc1	-0.9	2.1	-6.2	-2.0	-0.8	4.1	-19.5	-9.8
Cn1ncc2c(NCc3ccccc3)nc(NCCCO)nc21	16.0	0.9	4.8	-1.4	-0.4	17.8	6.4	-6.0
O=C(NC(c1ccccc1)c1ccccn1)c1cccc([N+](=O)[O-])c1 (centres undefined)	5.0	-2.1	-1.4	0.9	15.6	-5.8	-0.4	3.5
CC1CCN(C(=O)Cn2c(=O)n(CCc3ccccc3)c(=O)c3ccccc32)CC1	-1.0	2.1	3.0	1.5	2.2	5.6	8.8	13.3
CCOC(=O)c1c(N2C(=O)CC(Sc3ccccc3C(=O)O)C2=O)sc(C)c1C (centres undefined)	8.2	3.0	5.3	-2.1	12.2	6.7	5.4	-16.9
CCOc1ccc(NS(=O)(=O)c2ccc(NC(=O)c3cccnc3)c(OC)c2)cc1	-9.6	-2.3	1.0	0.2	8.7	3.7	24.2	-0.1
COC(=O)Nc1nc2c(C)cccc2s1	15.8	8.4	-5.7	3.5	7.4	-9.8	-29.3	-8.8
COc1ccc(CC(=O)Oc2ccccc2[N+](=O)[O-])cc1	0.6	2.1	-5.4	-5.6	10.9	5.4	3.1	-12.2
CCCCC(=O)OCC(=O)Nc1cccc(S(=O)(=O)NC2=NCCCCC2)c1	-1.0	5.7	-5.2	-8.6	7.2	-2.3	-6.2	-2.7
O=C(O)C1CC(=O)N(CCc2ccc(F)cc2)C1 (centres undefined)	-6.6	10.5	-5.9	-3.2	-4.4	1.9	13.7	-13.8
Cc1ccc(-c2n[nH]c(=S)n2/N=C/c2c(C)[nH]n(-c3ccccc3)c2=O)cc1	-29.0	-1.5	-7.6	-5.2	10.0	5.0	-2.2	16.6
COc1ccc2c(c1)C(C)=CC(C)(C)N2C(=O)CNCc1ccc2c(c1)OCO2	5.9	11.4	-0.7	-2.8	4.9	1.5	10.2	2.5
O/N=C(\c1ccc(Cl)cc1Cl)c1ncc(C(F)(F)F)cc1Cl	-5.2	0.7	-7.6	-2.8	-3.1	19.0	22.0	13.8
Fc1ccccc1COc1ccc(Br)cc1CNCc1cccnc1	0.5	-11.7	-12.5	6.3	-18.8	-5.8	30.2	12.9
CC1CCCN(C(=O)c2nn(C)c3c2CS(=O)(=O)c2ccccc2-3)C1 (centres undefined)	2.7	2.0	-4.3	-4.2	-7.3	4.5	-1.0	-1.1
C=CCSc1nnc(-c2ccc(Cl)cc2Cl)o1	17.9	56.6*	30.7	-3.5	-125.1	-150.2	-60.6	-3.9
O=C(N/N=C/c1ccccc1O)c1cccc2ccccc12	8.8	4.0	-8.3	-8.6	-20.9	12.3	41.9	-9.7
CCCNc1cc(=S)nc(N)[nH]1	3.4	0.1	6.4	1.1	8.8	9.6	-3.2	-1.7
CC(C)OP(=O)(c1ccc(N(C)C)cc1)C(O)c1ccccc1F (centres undefined)	2.9	-11.0	-13.9	-11.3	8.6	-2.3	4.7	-2.6

Gathered by group, the compounds so far with a tert-butyl group.
mol	UBC13 inh	SENP7 block	SENP8 block	HKDC1 inh	697 NFkB inh	Jurkat NFkB inh	Gli-Sufu block	Apaf-1 inh
CC(C)(C)NC(=O)CN(Cc1cccs1)C(=O)CNS(=O)(=O)c1ccccc1	-5.8	8.5	2.7	-2.1	-4.0	1.3	7.2	9.5
CC(C)(C)NC(=O)NC(=O)CSc1ccc(S(=O)(=O)N2CCOCC2)cn1	0.4	-3.3	-10.5	-7.3	8.1	-11.5	-4.4	10.5

New compounds follow:
mol	UBC13 inh	SENP7 block	SENP8 block	HKDC1 inh	697 NFkB inh	Jurkat NFkB inh	Gli-Sufu block	Apaf-1 inh
Cc1cc(N(C)C)ccc1N=Nc1ccc2ncccc2c1	-214.6	96.3*	92.2*	-7.3	-182.8	-164.6	-91.8	30.1
COCc1cc(Sc2ccc(Cl)cc2)nc(-c2ccccc2)n1	-1.9	9.6	1.4	3.8	-5.4	-20.3	3.9	10.3
NNC(=O)c1csc(Cc2c(Cl)sc3ccc(Cl)cc23)n1	-13.6	-6.7	-11.8	-5.8	-14.9	0.0	-4.0	16.7
CCOC(=O)C1(CC2CCCCO2)CCN(Cc2ccc(OC)cc2F)CC1 (centres undefined)	3.6	1.1	7.6	-5.3	-9.9	14.5	30.4	8.7
